# SKN-1 inh – inhibitors of C. elegans SKN-1; inhibition, % at 21.8 µM; C. elegans VP596 Pgst-4::GFP/RFP ratio, acrylamide-induced, 24 h; hit rate 0.49% among 360,000; AID 624304;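 active means interference check ratio from 0.5 to 1.5 plus GFP to RFP signal ratio inhibition reaching or exceeding a fixed threshold, cut at about 30% in these data, passing the limit was not always enough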; further: some compounds called inactive have numbers as strong as hits
# NadD inh – inhibitors of Staphylococcus aureus NadD; hit rate 0.78% among 360,000; purified NadD enzyme, colorimetric absorbance read-out; inhibition, % at 20 µM; AID 602399; in the data active means inhibition above about 26%; further: some compounds past the cut are filed as inactive
# SUMO1 PPI mod – alters human SUMO1 binding to SIM partners; inhibition, % at 20 µM; P63165; SUMO1 binding to a labelled peptide, TR-FRET, 1 h; AID 602429; hit rate 0.33% among 360,000; in the data active means inhibition above about 37%
# Target sequence (P63165 whole entry, looked up): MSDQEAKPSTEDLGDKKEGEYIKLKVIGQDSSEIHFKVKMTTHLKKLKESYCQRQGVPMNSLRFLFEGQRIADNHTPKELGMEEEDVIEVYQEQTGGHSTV
# Scp1 inh – Scp-1 (human) phosphatase inhibition | Q9GZU7 | Recombinant Scp1, phosphopeptide, malachite green phosphate absorbance | inhibition, % at 20 µM | hit rate 0.88% among 340,000 | AID 493091;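 active means inhibition above about 50% at 20 µM, limit read from the data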;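 further: plate controls were DMSO wells with enzyme for no effect and wells lacking enzyme for full effect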
#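 Test system – truncated SCP-1 phosphatase (76-261aa) · Reagent – Phosphorylated 17-residue peptide substrate · Incubation – 45 min room-temperature reaction, 5 min colour, 30 min stabiliser · Detection – colorimetric phosphate reagent with accelerator and stabiliser, absorbance at 630 nm · Measure – % inhibition at 20 µM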
# CendR NRP1 mod – alters CendR peptide binding to human NRP-1; O14786; inhibition, % at 25 µM; hit rate 0.85% among 360,000; FAM-RPARPAR peptide binding to NRP-1, fluorescence polarization; AID 602438;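 active means inhibition or corrected inhibition above about 18%, plus a signal ratio from 0.5 to 1.5, limit read from the data, passing the limit was not always enough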; further: strong numbers were not always called active
# Target sequence (O14786 whole entry, looked up): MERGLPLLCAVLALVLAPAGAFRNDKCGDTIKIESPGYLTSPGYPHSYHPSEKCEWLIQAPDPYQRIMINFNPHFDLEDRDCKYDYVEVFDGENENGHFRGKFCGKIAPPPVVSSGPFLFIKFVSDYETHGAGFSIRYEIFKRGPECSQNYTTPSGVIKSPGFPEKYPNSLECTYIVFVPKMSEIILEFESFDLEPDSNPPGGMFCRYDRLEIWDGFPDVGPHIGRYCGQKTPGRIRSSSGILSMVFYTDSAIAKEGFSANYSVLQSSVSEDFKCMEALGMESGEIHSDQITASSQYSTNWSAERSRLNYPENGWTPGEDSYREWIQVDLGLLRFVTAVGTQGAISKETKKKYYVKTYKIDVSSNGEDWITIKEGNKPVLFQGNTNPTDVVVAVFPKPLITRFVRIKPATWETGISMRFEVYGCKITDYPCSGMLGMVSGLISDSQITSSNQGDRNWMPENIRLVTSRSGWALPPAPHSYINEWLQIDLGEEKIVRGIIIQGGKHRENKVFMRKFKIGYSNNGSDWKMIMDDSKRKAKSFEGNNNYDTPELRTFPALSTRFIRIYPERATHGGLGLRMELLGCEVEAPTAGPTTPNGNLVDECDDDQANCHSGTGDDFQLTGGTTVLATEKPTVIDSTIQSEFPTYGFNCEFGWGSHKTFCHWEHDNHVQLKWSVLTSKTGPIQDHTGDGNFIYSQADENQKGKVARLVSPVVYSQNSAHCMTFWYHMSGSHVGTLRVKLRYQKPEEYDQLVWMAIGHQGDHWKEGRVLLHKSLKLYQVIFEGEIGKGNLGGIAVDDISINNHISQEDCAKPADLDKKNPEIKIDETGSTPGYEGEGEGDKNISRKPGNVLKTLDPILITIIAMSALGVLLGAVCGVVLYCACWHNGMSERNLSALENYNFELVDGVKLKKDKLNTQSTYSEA
# LMPTP inh – blocks human LMPTP phosphatase; P24666; recombinant LMPTP-A, OMFP fluorogenic substrate, fluorescence intensity; inhibition, % at 20 µM; hit rate 0.22% among 360,000;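 active means compounds that cut the enzyme signal by at least half of the control window in the single-dose screen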;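 further: plate controls were DMSO wells with enzyme plus substrate for no effect and substrate without enzyme for full effect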
#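 material = LMPTP-A | quantity = 0.625 nM enzyme | reagent = OMFP substrate, 400 µM final | buffer or medium = Bis-Tris pH 6.0, DTT, detergent | detection = endpoint fluorescence intensity from OMFP dephosphorylation | dosing = single 20 µM dose | read-out basis = % inhibition relative to no-enzyme and uninhibited control wells | control set = no-enzyme and uninhibited controls | timing = 50 min at room temperature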
# DNMT1 inh – DNMT1 (human) enzyme inhibition; AID 588458; P26358; hit rate 0.83% among 360,000; DNMT1 molecular beacon, Hinp1I cleavage, fluorescence; inhibition (reported as % activation of signal), % at 10 µM; in the data active means inhibition above about 50%
# STEP inh – inhibitors of human striatal-enriched phosphatase STEP | P54829 | recombinant STEP, OMFP fluorogenic substrate, fluorescence | inhibition, % at 20 µM | hit rate 0.25% among 360,000 | AID 588621;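 active means inhibition at 20 µM, scaled per plate between control wells, above about 37%, limit read from the data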;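 further: 0% = DMSO with enzyme and substrate and 100% = substrate only without enzyme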
#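 Measure: Control-normalized % inhibition with plate pattern correction | Test system: STEP phosphatase, cell-free reaction | Medium: pH 6.0 Bis-Tris with DTT and Tween 20 | Technique: Fluorescence, 480/540 nm | Times: Reaction 20 min, ambient temperature | Doses: Single compound dose of 20 µM, 1% DMSO final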
# Rpn11 inh – Rpn11 (human) deubiquitinase inhibition | O00487 | human 26S proteasome, Ub4-pepOG fluorescence polarization; 20S core pre-blocked with epoxomicin | calls only at 20 µM | hit rate 0.59% among 360,000 | AID 588493;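 active means inhibition at 20 µM, scaled to each plate's controls, above about 33%, limit read from the data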
# MT1-MMP act inh – MT1-MMP (human) activation inhibition; GFP/RFP ratio change, % at 20 µM; P50281; HT1080 RFP-PRO-GFP cells, GFP/RFP ratio fluorescence, overnight; percent of plate control window, DMSO zero; hit rate 0.061% among 360,000;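 active means GFP/RFP ratio change of at least 30% with cell ATP level not reduced by more than half and red fluorescence within 50% of control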; further: strong numbers were not always called active
#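 Assay system: HT1080 cells carrying an RFP-PRO-GFP reporter | Dosing: Single dose of 20 µM compound, 1% DMSO final | Incubation: Cells overnight before dosing, compound overnight, 37 °C, 5% CO2 | Evaluation: GFP/RFP fluorescence ratio | Control set: DMSO and RFP-L50D-GFP cell wells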
# An asterisk follows results filed as active; i = inactive; x = not tested or not shown; & = joins results of further samples.
SMILES,SKN-1 inh,NadD inh,SUMO1 PPI mod,Scp1 inh,CendR NRP1 mod,LMPTP inh,DNMT1 inh,STEP inh,Rpn11 inh,MT1-MMP act inh
O=C(c1cc2cc(Cl)ccc2oc1=O)N1CCN(c2ccccn2)CC1,10,3,-6,0,4,1.1,89*,1,i,2
CCCCOc1ccc(S(=O)(=O)NNC(=O)C2Cc3c(ccc4ccccc34)O2)cc1 (configuration not stated),2,-2,-4,-5,2,2.3,-5,2,i,2
ClCC1=Nc2ccccc2Cc2ccccc21,7,15,0,2,-18,0.3,4,-1,i,2
COc1ccc(N(CC(=O)N2CCCCCC2)S(=O)(=O)c2ccc(OC)c(OC)c2)cc1,0,0,-3,-8,20,-0.4,1,-3,i,0
Cc1cccc(NC(=O)CCN2C(=O)c3cccc([N+](=O)[O-])c3C2=O)c1,9,-5,-38,-10,9,-1.8,1,-2,i,0
C[C@H](NC(=O)C1CCN(S(=O)(=O)c2ccccc2)CC1)C(=O)NCc1ccc(Cl)cc1Cl,4,-10,-2,5,15,2.9,1,0,i,4
Fc1ccccc1OCCSc1nc2ccccc2o1,36*,0,-1,-11,4,1.4,5,1,i,-4
CCn1ncc(CN2CCC(Oc3ccc(C(=O)N4CCCC4)cc3)CC2)c1C,2,-4,1,-8,-2,-1.2,1,0,i,1
C[C@H]1COC(=O)CCCC/C=C\C[C@H](CC(=O)N(CCO)Cc2ccccc2)C(=O)N1,1,-2,3,-12,4,-0.2,3,0,i,-3
O=C(/C=C/c1ccccc1)Nc1ccc(NC(=O)c2cccs2)cc1,9,6,2,-5,5,0.0,2,0,i,2
CCOC(=O)N1CCC(n2c(SCC(=O)Nc3ccccc3OC)nc3ccccc3c2=O)CC1,13,-2,5,-8,0,5.5,-7,1,i,-15
CN(C)C(=O)c1ccc(-c2nnc(NCc3ccccc3)c3ccccc23)cc1,5,7,-15,-4,4,1.0,-3,1,i,0
CCn1c(=O)c2sccc2n(Cc2ccccc2)c1=O,1,0,2,36,15,-1.3,0,-1,i,-1
COCc1c(C(=O)Nc2nnc(C3CC3)s2)oc2ccccc12,18,-1,-3,x,-2,-1.7,1,-4,i,8
COc1ccc(-c2noc(-c3ccccc3C(=O)NCC3CCCO3)n2)cc1 (configuration not stated),5,-3,-1,-4,8,-0.8,-2,-2,i,2
COc1cccc(C(O)c2nc(-c3cnn(C)c3)cs2)c1 (configuration not stated),2,-2,2,x,-11,-2.1,1,-1,i,2
Cc1ccnn1CCC(=O)N1CCCC(Nc2ccc(F)c(F)c2)C1 (configuration not stated),-6,-4,3,-1,4,1.4,0,0,i,1
COc1cccc(/C=N/Nc2snc(SC)c2C#N)c1,-28,-6,8,6,-9,2.0,2,-1,i,1
Cc1ccc(SCCC(=O)OCn2nnc3ccccc3c2=O)cc1,-4,-12,-3,-13,3,-0.3,-2,3,i,3
O=C(CCCN1C(=O)c2ccccc2C1=O)NCc1cccnc1,12,-1,-6,-12,-4,-1.8,3,-1,i,3
Cn1c(N)c(N2CCN(c3ccccc3)CC2)c(=O)[nH]c1=O,8,-1,1,-2,20,-0.2,13,1,i,6
Cc1c(C(=O)OCc2nc3scc(-c4ccccc4)c3c(=O)[nH]2)cccc1[N+](=O)[O-],8,1,-5,-5,5,-0.2,-9,1,i,-1
CCOC(=O)c1c(C)n(-c2ccccc2)c2ccc(O)cc12,1,1,2,-3,20,1.3,-3,5,i,-6
O=C(CCSCc1ccccc1Cl)NC1CCCC1,11,-2,2,-4,-7,-0.3,6,1,i,9
COc1ccc(C(=O)NNC(=O)C23CC4CC(CC(C4)C2)C3)cc1OC,-3,-1,-6,1,5,-0.6,6,-2,i,1
CCC1Oc2ccccc2N(CC(=O)Nc2ccc3c(c2)OCCO3)C1=O (configuration not stated),-6,-8,2,-8,10,0.3,-2,4,i,-1
CC1CC(C)CN(CC(=O)N2CCOCC2)C1 (configuration not stated),4,-2,-5,-8,7,-1.4,-3,-2,i,-1
CCCc1ccc(C(=O)NNC(=O)c2ccc(Br)cc2)cc1,4,4,-2,94*,6,36,33,5,i,-3
O=C(CCC1CCCC1)NCCS(=O)(=O)N1CCN(c2ccccc2)CC1,7,-3,1,4,5,-0.1,-2,1,i,3
CCOc1ccc(-n2c(SCC(N)=O)nc3c([nH]c4ccccc43)c2=O)cc1,2,7,-19,-9,-4,0.6,-2,3,i,1
COC(=O)C1=C(C(=O)OC)[C@@H]2N(C)c3ccccc3[C@@]23C[C@@H](C(=O)OC)N=C3N1,-4,2,7,-10,21,0.3,4,1,i,-1
COCCNC(=O)C1(C)CCN(C(=O)C2(c3ccc(Cl)cc3)CCCC2)C1 (configuration not stated),12,3,0,x,-2,-0.7,0,-2,i,0
COc1ccc2c(c1)CCc1c(C(=O)NCc3cccnc3)noc1-2,1,-12,-7,-8,11,1.0,-4,1,i,5
Nc1ccc(S(=O)(=O)O)cn1,-11&-3&-9,-5&0&-1,-3&-3&1,-14&-2&5,-4&-3&-2,-1.8&-1.4&-0.3,-1&2&0,-2&3&2,i,-2&-1&2
CC1CCCN(C(=O)C2CCN(S(=O)(=O)c3cccs3)CC2)C1 (configuration not stated),8,-5,-1,-5,6,-0.6,1,0,i,4
NC(=O)C1CCN(C(=O)COc2ccc3c4c(c(=O)oc3c2)CCCC4)CC1,-2,-3,1,7,17,-1.3,-2,-2,i,0
NC(=O)NC(=O)Nc1ccccc1Cl,16,-4,0,-6,-1,-1.5,1,-1,i,4
COc1ccc(N(C)S(=O)(=O)c2ccc(Cl)c(C(=O)NCCc3ccc(Cl)cc3)c2)cc1,0,0,-1,-2,13,3.8,-8,0,i,5
Cc1cc(F)ccc1S(=O)(=O)N1CCCCC1CCNC(=O)C(=O)NCc1ccccn1 (configuration not stated),14,6,-2,-4,-4,-0.3,-1,1,i,-2
O=C(/C=C/[C@H]1O[C@@H](n2cnc3c(NC(=O)c4ccccc4)ncnc32)[C@H](O)[C@@H]1O)NCC1CCCO1 (some centres not stated),-1,-2,-2,x,10,0.1,4,1,i,-1
CCCCc1ncc(CN2CCC(n3nccc3NC(=O)C(OC)c3ccccc3)CC2)[nH]1 (configuration not stated),-2,-5,1,-5,-2,-0.6,0,-1,i,-1
O=C(CSc1nc(=O)n(Cc2ccccn2)c2c1CCC2)Nc1ccc(F)cc1F,-9,-1,0,-5,-1,-0.4,-1,2,i,-3
N#CCCn1cc(C(=O)Nc2ccc(C(=O)O)cc2)c(-c2ccc([N+](=O)[O-])cc2)n1,5,-2,-20,3,-2,-1.6,1,0,i,0
COc1cccc(/C=N/c2nc3ccccc3n2C)c1O,3,-4,4,-7,-17,1.2,-1,3,i,-1
CC1(C)CC(=O)C(C#N)=C(NCCCO)C1,13,4,3,-8,5,-1.7,5,3,i,-1
COc1ccc(NC(=O)N(C)C[C@@H]2OCc3cn(nn3)CCCC(=O)N([C@H](C)CO)C[C@H]2C)cc1,-8,-3,3,x,13,-2.2,9,-2,i,1
COc1ccc(CCn2cc(C#N)c(=O)[nH]c2=O)cc1OC,-5,3,6,-8,-7,-1.4,2,2,i,5
Cc1cc(C)cc(N2Cc3ccccc3C2)c1,2,-2,-2,-19,-6,-0.8,4,-3,i,4
O=C(c1ccccc1F)N1CCN(Cc2ccccc2F)CC1,-16,-5,-2,-2,29*,-3.1,-2,-8,i,-5
Cc1cc(/C=C(\C#N)C(=O)NCc2ccco2)c(C)n1-c1ccc(C(=O)O)cc1,3,0,-12,33,-14,1.0,30,16,i,-3
C#CCOCCOCCOCCNc1nc(N2CCN(C(=O)[C@H](CCCCN)n3cc(CN)nn3)CC2)nc(N2CCN(C(=O)[C@H](CCCCN)n3cc([C@@H](N)[C@H](C)CC)nn3)CC2)n1,18,-2,-190,-1,10,-8.7,-181,0,i,0
C=CCn1c(SCC(=O)NCc2ccc3c(c2)OCO3)nc2scc(-c3ccccc3)c2c1=O,-7,-5,-2,-10,1,2.4,1,2,i,-6

# Compounds from the list above containing a Cl atom:
SMILES,SKN-1 inh,NadD inh,SUMO1 PPI mod,Scp1 inh,CendR NRP1 mod,LMPTP inh,DNMT1 inh,STEP inh,Rpn11 inh,MT1-MMP act inh
O=C(c1cc2cc(Cl)ccc2oc1=O)N1CCN(c2ccccn2)CC1,10,3,-6,0,4,1.1,89*,1,i,2
ClCC1=Nc2ccccc2Cc2ccccc21,7,15,0,2,-18,0.3,4,-1,i,2
C[C@H](NC(=O)C1CCN(S(=O)(=O)c2ccccc2)CC1)C(=O)NCc1ccc(Cl)cc1Cl,4,-10,-2,5,15,2.9,1,0,i,4
O=C(CCSCc1ccccc1Cl)NC1CCCC1,11,-2,2,-4,-7,-0.3,6,1,i,9
COCCNC(=O)C1(C)CCN(C(=O)C2(c3ccc(Cl)cc3)CCCC2)C1 (configuration not stated),12,3,0,x,-2,-0.7,0,-2,i,0
NC(=O)NC(=O)Nc1ccccc1Cl,16,-4,0,-6,-1,-1.5,1,-1,i,4
COc1ccc(N(C)S(=O)(=O)c2ccc(Cl)c(C(=O)NCCc3ccc(Cl)cc3)c2)cc1,0,0,-1,-2,13,3.8,-8,0,i,5

# A draw from above in order of molar mass, largest number first:
SMILES,SKN-1 inh,NadD inh,SUMO1 PPI mod,Scp1 inh,CendR NRP1 mod,LMPTP inh,DNMT1 inh,STEP inh,Rpn11 inh,MT1-MMP act inh
Cc1cc(F)ccc1S(=O)(=O)N1CCCCC1CCNC(=O)C(=O)NCc1ccccn1 (configuration not stated),14,6,-2,-4,-4,-0.3,-1,1,i,-2
Cc1ccc(SCCC(=O)OCn2nnc3ccccc3c2=O)cc1,-4,-12,-3,-13,3,-0.3,-2,3,i,3
Cn1c(N)c(N2CCN(c3ccccc3)CC2)c(=O)[nH]c1=O,8,-1,1,-2,20,-0.2,13,1,i,6

# Screening results: PubChem, Sanford-Burnham Center for Chemical Genomics
